Source: PubChem BioAssay (National Center for Advancing Translational Sciences (NCATS))
S3 lipid droplet – qHTS Assay for Lipid Storage Modulators in Drosophila S3 Cells; Drosophila S3 cells, BODIPY lipid droplet fluorescence, 18-24 h; cells fed with added oleic acid; lipid storage change, negative = inhibition, % at the top dose, mostly 46.1 µM; hits show Potency in µM; 320,000 tested, 0.64% active; active = well fitted inhibition curve with a large enough effect in the signal ratio, with a control signal flat, not every such curve was filed as active; inconclusive = small, poorly fitted or top-dose-only effect, or effect the other way, or a change in a side signal; the % refers to the signal ratio
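Drosophila S3 cells got compounds at several concentrations plus oleic acid (400 uM solution). Laser-scanning cytometry with 488 nm excitation read lipid droplets at 500-530 nm and cells at 575-640 nm. Percent activity was relative to 20 uM Triacsin C.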
S3 lipid droplet cell count max – second read-out of S3 lipid droplet, no call of its own (marks repeat the call); cell number change, %; measured here: cell count max response;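 cells counted by Cell Tracker Red CMTPX staining in the red channel; peak over a dose series mostly up to 46.1 µM; percent activity relative to internal control wells on each plate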
An asterisk follows results filed as active; i = inactive; ? = inconclusive; nt = no result given; [ ] = another dose, or the depositor's remark. % is set by controls: 0 for no effect and ±100 for the full control effect; potency is the fitted concentration of half-maximal effect. A portion of the library; the hit share may differ from the screen's.

Structure	S3 lipid droplet	S3 lipid droplet cell count max
Cc1ccccc1OCCn1ccnc1	?	nt
Cc1cccc(-c2nc(CSCC(=O)N3CCN(c4ccccn4)CC3)c(C)o2)c1	?	nt
CC(Oc1ccccc1F)C(=O)NNC(=O)CCNC(=O)c1ccccc1Cl (stereo not given)	-15.1%	4.1
O=C(CSc1nnc(-c2ccccc2O)o1)N1CCCCC1	?	nt
COCCNC(=O)C(=O)NNC(=O)COc1ccc(OC)cc1	6.6%	6.9
CSc1ccccc1OCc1cc(C(=O)N2CCCC(C)C2)no1 (stereo not given)	?	nt
O=C(c1ccc(COCC(F)(F)F)o1)N1CCCC1	1.3%	9.2
NC(=O)c1cc(Cl)cn(-c2ccccc2)c1=O	3.3%	6.8
COC(=O)C1CCN(S(=O)(=O)c2cc3c4c(c2)CCN4C(=O)CC3)CC1	i	-19.2
CCc1sc(C(=O)NCc2ccccc2)cc1C	?	nt
CCCC(c1nnnn1C1CCCCC1)N1CCN(C2CCCC2)CC1 (stereo not given)	?	nt
O=C(CN1C(=O)NC(Cc2c[nH]c3ccccc23)C1=O)NCCc1ccccc1 (stereo not given)	28.7%	3.5
CC(=O)c1ccc(NC(=O)C(C)OC(=O)CCCN=C2NS(=O)(=O)c3ccccc32)cc1 (stereo not given)	?	nt
CCc1ccc(NC(=O)CSc2nnc(-c3cccs3)n2CC)cc1	?	nt
Cc1cc(Oc2ccccc2F)nc(NCc2ccccc2)n1	?	nt
Cc1ccc(C(=O)NCC(=O)Nc2ccccc2C(F)(F)F)cc1	5.3%	-8.9
Cc1ccccc1-n1c(C)nnc1SCC(=O)N1CCc2ccccc2C1	?	nt
CCOc1ccc(NC(=O)c2ccc(N)cc2)cc1	2.9%	-9.0
O=C(O)c1ccc(/C=N/NC(=O)c2cc3c(ccc4ccccc43)o2)cc1	i	-15.6
O=C(Cn1cnc([N+](=O)[O-])c1)NCCc1ccccc1	?	nt
CCCN1C(=O)/C(=C/c2c(N3CCNC(=O)C3CC(=O)OCC)nc3c(C)cccn3c2=O)SC1=S (stereo not given)	?	nt
COc1cccc(/C=C/C(=C2/C(=O)N(c3ccccc3)N=C2C)c2ccc(C)cc2)c1OC	?	nt
Cc1nc(CSc2nnc(Nc3cccc(C)c3C)s2)cs1	23.1%	nt
CC(=O)N1CCSc2ccc(S(=O)(=O)Nc3cccc(C)c3)cc21	-12.2%	nt
O=C(CSc1nc(-c2cccs2)cc(C(F)(F)F)n1)NCc1ccco1	?	nt
Cc1ccccc1C(=O)Oc1ccc(Br)cc1C(=S)N1CCCC1	6.9%	1.5
CCCc1ccc(OCc2nc(-c3ccc(NC(=O)c4cccs4)cc3)no2)cc1	?	nt
COc1ccc(NC(=O)c2oc3ccc(S(=O)(=O)N4CCOCC4)cc3c2C)cc1	-2.0%	2.2
CC(C)CC(=O)Nc1ccc(C(=O)NNC(=O)C(c2ccccc2)c2ccccc2)cc1	i	-4.9
O=C(NC1CCCCCC1)c1ccc(N2CCCC2=O)cc1	13.3%	-0.7
Cc1c(Cl)cnc(NC(=O)CSc2n[nH]c(N)n2)c1Cl	?	nt
CCOC(=O)C1CCCN(C(=O)C2CC(=O)N(c3ccc(C)cc3)C2)C1 (stereo not given)	22.6%	-12.2
COc1cc([N+](=O)[O-])cc(/C=N/NC(=O)c2cc(C)nc3ccccc23)c1O	?	nt
Cc1ccc(NC(=O)c2ccccc2)cc1C	?	nt
CCN(CC)C(=O)CSc1nnc(NC(=O)CCc2ccccc2)s1	?	nt
COc1cccc(C(=O)O/N=C(\N)CS(=O)(=O)c2ccccc2)c1	16.7%[0.369 µM]	0.1
CC(=O)NCCC(=O)N1CCCC(N2CCN(c3cccc(Cl)c3)CC2)C1 (stereo not given)	9.8%	7.1
CSc1ccc(/C=N\NC(=O)COc2ccc(Cl)cc2Br)cc1	?	nt
Nc1nnnn1/N=C/c1ccc(Cl)cc1	-1.6%	9.8
COc1cccc(NC(=O)C(=O)N/N=C(\C)CC(=O)Nc2ccc(NC(C)=O)cc2)c1	i	4.6
COc1ccc(C(=O)NCCCN2CCOCC2)cc1Br	i	nt
Cc1ccc(NC(=O)CSc2nnc(-c3ccccn3)n2N)c(Br)c1	13.8%	3.6
Cc1ccc(C2CCN(C(=S)NC(C)C)C2)cc1 (stereo not given)	-1.6%	-15.4
Brc1cccc(CNCc2ccncc2)c1	?	nt
COCCN(Cc1nnc(-c2cccs2)o1)C(=O)c1cccc(S(=O)(=O)N2CCOCC2)c1	?	nt
COc1ccc(N2C(=O)Cc3c2nc(N)c(C#N)c3N)cc1	1.7%	1.8
CC(C)[C@H](NC(=O)c1ccccc1)C(=O)OCC(=O)NCCc1ccc(F)cc1	?	nt
CCCCC(=O)Nc1ccc(C(=O)NNC(=S)NC(=O)c2cccs2)cc1	-7.0%	-3.0
O=Cc1c(Nc2ccccc2Cl)nc2ccccn2c1=O	?	nt
COc1ccc(/C(O)=C2/C(=O)C(=O)N(CCCN(C)C)C2c2ccccc2)cc1Cl (stereo not given)	13µM*	2.0*

Looked up above:
Nc1nnnn1/N=C/c1ccc(Cl)cc1 @ S3 lipid droplet: -1.6%
Cc1ccc(C2CCN(C(=S)NC(C)C)C2)cc1 (stereo not given) @ S3 lipid droplet: -1.6%
COc1ccc(N2C(=O)Cc3c2nc(N)c(C#N)c3N)cc1 @ S3 lipid droplet cell count max: 1.8

Further compounds
Structure	S3 lipid droplet	S3 lipid droplet cell count max
CCn1nc(C)c(NC(=O)/C=C/c2ccc(OC)c(COc3ccc(Br)cc3)c2)c1C	?	nt
CN(CC(=O)Nc1ccccc1C(F)(F)F)C(=O)c1cc([N+](=O)[O-])ccc1N1CCOCC1	-28.3%	10.2
CCOc1ccccc1C1NC(=O)NC(C)=C1C(=O)OCc1ccco1 (stereo not given)	?	nt
CCc1ccc(N2CC(C(=O)Nc3ccc(S(=O)(=O)N4CCOCC4)cc3)CC2=O)cc1 (stereo not given)	?	nt
Cc1ccc(S(=O)(=O)CCC(=O)Nc2nc(-c3cccnc3)cs2)cc1	13µM*	-24.9*
C=CCn1c(=S)[nH]c2scc(-c3ccco3)c2c1=O	1.3%	8.4
Cc1ccc(C2CC2/C(=N/O)c2ccc(F)cc2)cc1 (stereo not given)	?	nt
O=C(OCc1ccccc1F)c1cc([N+](=O)[O-])ccc1N1CCOCC1	10.2%	1.6
Cc1ccc(CNc2cnccn2)s1	?	nt
Cc1ccccc1C1c2[nH]c3ccccc3c2C[C@H]2C(=O)N(C3CC3)CC(=O)N12 (stereo not given in full)	1.3%	-3.8
CCOC(=O)c1[nH]c(C)c(/C=N/O)c1C	?	nt
COc1ccc(S(=O)(=O)N2CCNCC2)cc1	?	nt
O=C(O)CN1C(=O)SC(Nc2ccccc2C(=O)O)C1=O (stereo not given)	?	nt
N#Cc1c(SCC(N)=O)nc2c(c1-c1ccc(O)cc1)CCCC2	?	nt
CCCC(=O)Nc1nc(C)c(-c2csc(Nc3ccccc3C)n2)s1	-6.5%	nt
NC(=O)CC(NC(=O)c1ccccc1)c1ccc(N2CCC(N3CCCC3)CC2)c([N+](=O)[O-])c1 (stereo not given)	?	nt
O=C(NC(Cc1c[nH]c2ccccc12)C(=O)N1CCOCC1)c1cccs1 (stereo not given)	i	nt
N#Cc1ccc(-c2ccc(F)cc2)nc1Sc1ccc(F)cc1	?	nt
COC(=O)COc1cccc2c(=O)n(CC(=O)NCCc3ccccc3)ccc12	?	nt
CC(C)N1CCC(NC(=O)Nc2ccccc2)CC1	-15.4%	-15.8
CCn1cc(C(=O)NCCC(=O)OC)c(=O)c2cc3c(cc21)OCO3	11.8%	6.4
CN1CCCN(C(=O)c2cc3c(s2)CCCC3)CC1	11.6%	-5.2
Cc1nnc(N(C)C(=O)c2ccncc2)s1	7.7%	12.2
COc1ccc(CN2C(=O)c3ccccc3C2=O)cc1C(=O)Nc1ccc(C)cc1C	?	nt
CCN(C(=O)CSc1nnc(COc2ccccc2F)n1N)C1CCS(=O)(=O)C1 (stereo not given)	i	nt

Next part; the last 3 above are carried over.
Structure	S3 lipid droplet	S3 lipid droplet cell count max
Cc1nnc(N(C)C(=O)c2ccncc2)s1	7.7%	12.2
COc1ccc(CN2C(=O)c3ccccc3C2=O)cc1C(=O)Nc1ccc(C)cc1C	?	nt
CCN(C(=O)CSc1nnc(COc2ccccc2F)n1N)C1CCS(=O)(=O)C1 (stereo not given)	i	nt
CC(C)(Oc1ccc(Br)cc1)C(=O)N1CCc2ccccc21	?	nt
CCN(CC)S(=O)(=O)c1ccc(/C=C/C(=O)OCC(=O)NCc2cccs2)cc1	?	nt
Cc1cccc(NC(=O)COC(=O)CSc2ccccc2)c1C	?	nt
COc1ccccc1C(=O)N/N=C/C(C)=C/c1ccccc1	i	26.7
Cc1ccc2ccc(C(Nc3cccc(C(F)(F)F)c3)c3cccnc3)c(O)c2n1 (stereo not given)	?	nt
CN(CC(=O)Nc1cccc(F)c1)CC(=O)Nc1cccc(S(=O)(=O)N2CCCCCC2)c1	-24.2%	9.6
Cc1nn(C)c(C)c1NC(=O)CCl	?	nt
COc1ccc(NC(=O)Nc2ccc(OC)cc2)cc1	i	-101.4
CSc1ccc(/C=C/C(=O)c2ccc(NC(=O)C(C)C)cc2)cc1	?	nt
CC[C@@H](C(=O)[C@@H](C)[C@@H](O)[C@H](C)CCc1ccc(C)c(O)c1C(=O)O)[C@H]1O[C@](CC)([C@H]2CC[C@](O)(CC)[C@H](C)O2)C[C@@H]1C	?	nt
CSc1cccc(NC(=O)OC2CCCCCCCCCCC2)c1	15.5%	-7.1
C#CCNC(=O)C1=C[C@@H](C(C)(C)C)C[C@@H](OCc2ccc(CO)cc2)O1	-22.9%	-19.1
COc1ccc(CCNC(=O)c2ccc(OCC(=O)N3CCOCC3)c(OC)c2)cc1OC	?	nt
COc1ccc(N2CCN(S(=O)(=O)CCNC(=O)COc3ccccc3C)CC2)cc1	i[0.0737 µM]	nt
O=C(Nc1ccc(N2CCCCC2)cc1)c1ccccc1	?	nt
Cc1cc(C)c(C#N)c(SC(C(=O)NC(C)(C)C)c2ccccc2)n1 (stereo not given)	-8.0%	19.6
O=C(O)C(=O)/C(=C\c1ccccc1)c1ccc2ccccc2n1	?	nt
COc1cccc(CNC(=O)CCNS(=O)(=O)c2ccc3c(c2)oc(=O)n3C)c1	i	-8.3
Cc1ccc(C(c2c(C)nn(-c3ccccc3)c2N)c2c(C)nn(-c3ccccc3)c2N)cc1	?	nt
COc1ccc(CCN2CCCC(CN(C)Cc3cc(OC)ccc3OC)C2)cc1 (stereo not given)	?	nt
CCOC(=O)C1(Cc2ccccc2)CCCN(C(=O)c2cnn(CC)c2)C1 (stereo not given)	?	nt
O=C(OCC(=O)N1CCCCC1)c1c[nH]c(=O)[nH]c1=O	?	nt
CCOC(=O)Cc1nnc(Nc2ccc(C)cc2C)c2ccccc12	?	nt
CC(C)C12CN3CC(C(C)C)(CN(C1)C3c1ccccc1)C2O (stereo not given)	?	nt
COc1ccc(S(=O)(=O)N2CCN(CC(=O)NC3CCCC3)CC2)cc1	?	nt
CCOC(=O)c1ccc(NC(=S)N(CCCN2CCCC2)Cc2cccs2)cc1	?	nt
COc1ccc(Cl)cc1NC(=O)CCCN1C(=O)CCC1=O	?	nt
Cc1cc(OCC(=O)NCc2cccnc2)c2c(C)c(Cc3ccccc3)c(=O)oc2c1	?	nt
Cc1cccc(OCCSCc2nc3ccccc3[nH]2)c1	5.5%	-0.8
Cn1c(CN2CCCC(C(=O)c3ccc4c(c3)OCO4)C2)nc2ccccc21 (stereo not given)	11.4%	-2.3
CC1Cc2ccccc2N1C(=O)COC(=O)c1ccccc1NCCO (stereo not given)	-9.6%	-0.1
CCCCNC(=S)N(C)/N=C/c1ccccc1F	10.6%	15.8
CCOCCCNC(=O)C1(O)c2ccccc2NC(=O)N1c1ccc(Cl)cc1 (stereo not given)	-0.4%	9.8
COc1cccc(NC(=O)CCS(=O)(=O)c2ccc(Br)cc2)c1	?	nt
CCC(Oc1ccccc1)C(=O)NC1CCSC1=O (stereo not given)	-9.0%	-6.2
O=C(/C=C/c1ccc(OC(F)F)cc1)OCC(=O)N1CCc2ccccc21	?	nt
Cc1ccccc1Cn1nc(C)c(NC(=O)/C=C/c2cnn(C)c2C)c1C	?	nt
CCOc1cc(/C=N/NC(=O)COc2ccc(C)cc2)ccc1OC(=O)c1cccs1	?	nt
OCCC1CN(Cc2cccn2-c2ncccn2)CCN1C1CCCC1 (stereo not given)	10.4%	-3.3
COc1ccc(C2C(C(=O)Nc3ccccc3OC)=C(C)Nc3nnnn32)c(OC)c1 (stereo not given)	11.0%	-14.5
COCCNc1nnc(SCC(=O)N(C)c2c(N)n(Cc3ccccc3)c(=O)[nH]c2=O)s1	?	nt
Cc1cccc(NC(=O)c2cccc(S(=O)(=O)NCc3ccccc3)c2)n1	i	nt
O=C1CC(c2ccccc2)Sc2ccccc2N1 (stereo not given)	14.0%	3.3
CCOc1cccc(NC(=O)c2ccc(S(=O)(=O)N(C)C)cc2)c1	i	nt
